LDHA inh – LDHA (human) enzyme inhibition; P00338; purified LDHA, NADH/diaphorase-resazurin fluorescence; hits give low values; activity change, % (values are at about 110 or 230 µM); 480,000 tested, 0.15% active; in the data active = activity change below about -30%; inconclusive = mostly about -25% to -30%;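 note: plate controls were DMSO wells for no effect and wells without enzyme for full effect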
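LDH5 2 nM; NADH 0.06 mM, pyruvate 0.2 mM; 200 mM Tris pH 7.4, EDTA, Tween-20; 5 min RT. Detection: diaphorase 0.133 mg/mL + resazurin 37 µM, fluorescence ex540/em590 at 0 and 20 min; normalized to enzyme-free and DMSO wells.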
* marks the source's active call; other numbers are inactive results; ? = inconclusive. These rows are one share of the data (hit frequency here may not be typical).

SMILES	LDHA inh
Cc1ccc(-c2cc(C(=O)N(C)C)c3ccccc3n2)c(C)c1	-9.5
NC(=S)c1ccc(S(N)(=O)=O)cc1	-6.7
CCC(c1nnnn1-c1ccc2c(c1)OCCO2)N1CCN(C(=O)C2CCCO2)CC1 (centres undefined)	-10.3
CCCSc1ccccc1C(=O)NC(C)(C)C	-7.5
CN(C)C(=O)C1CCCN1S(=O)(=O)c1c(Cl)cccc1Cl (centres undefined)	-13.5
O=C(N/N=C/c1ccc(-c2ccccc2)cc1)C1CC1	-1.4
CCOc1ccc(NC(=O)c2cc(=O)c3cc(C)c(C)cc3o2)cc1	5.2
O=C(NCc1ccccc1Cl)C(=O)Nc1cccc(O)c1	4.3
COCCN1C(=O)COc2ccccc2C1C(=O)NCc1ccccc1 (centres undefined)	-6.0
CCC(=O)c1ccc(OC(=O)c2ccc(C)c(Br)c2)cc1	-1.0
Cc1ccc(N(C(=O)CNC(=O)c2ccccc2)C2(C(=O)NC3CCCC3)CCCCC2)cc1	1.1
O=C(/C=C/Sc1ccccc1)Nc1ccccc1	2.5
COc1ccc(COC(=O)C2=C(C)NC3=C(C(=O)CCC3)C2c2cccc(OC)c2OC)cc1 (centres undefined)	-3.0
Cc1cc(-c2ccccc2)nc(SCC(=O)c2ccc3c(c2)OCCCO3)n1	-20.5
COc1ccccc1C(=O)Nc1ccccc1OCC1CCCO1 (centres undefined)	7.3

Part of the list above, with each value named:
CCCSc1ccccc1C(=O)NC(C)(C)C
  LDHA inh: -7.5

CN(C)C(=O)C1CCCN1S(=O)(=O)c1c(Cl)cccc1Cl (centres undefined)
  LDHA inh: -13.5

Copied from the list.
Entry of CCC(=O)c1ccc(OC(=O)c2ccc(C)c(Br)c2)cc1 under LDHA inh: -1.0
Entry of O=C(/C=C/Sc1ccccc1)Nc1ccccc1 under LDHA inh: 2.5
Entry of Cc1ccc(N(C(=O)CNC(=O)c2ccccc2)C2(C(=O)NC3CCCC3)CCCCC2)cc1 under LDHA inh: 1.1
Entry of COCCN1C(=O)COc2ccccc2C1C(=O)NCc1ccccc1 (centres undefined) under LDHA inh: -6.0

Later entries
SMILES	LDHA inh
O=C1NC[C@H](CCCCN2CCN(CC3CCCCC3)C(=O)C2=O)N(CC2CCCCC2)C1=O	-1.6
O=C(CCc1nc2ccccc2s1)NCc1cccc(C(F)(F)F)c1	-1.3
O=C(CSc1nc2ccccc2s1)Nc1ccc(F)cc1F	0.3
CC(=O)Nc1ccc2oc(-c3ccc(C(C)C)cc3)cc(=O)c2c1	5.6
CC(C)Oc1ccc(C(=O)N2CCN(Cc3nc(N)c4ccccc4n3)CC2)cc1	-5.7
CC[C@@H]1Cc2[nH][nH]c(=O)c2[C@@H](c2ccc(F)cc2)O1	4.4
CCOc1ccc([C@H]2C3=C(C[C@H](c4ccc(OC)c(OC)c4)CC3=O)Nc3[nH][nH]c(=O)c32)cc1	11.1
Cn1c(SCC(=O)NCc2ccco2)nnc1-c1ccc2c(c1)OCCO2	6.3
CC(=O)c1cn(CC(=O)NCC2CCC(C(=O)O)CC2)c2ccccc12 (centres undefined)	-0.1
CC(=O)C1CCN(c2ncc(-c3ccc4c(c3)OCCCO4)s2)CC1	-4.3
O/N=C\c1ccc(OCc2ccccc2Cl)cc1	-22.3
C=CCSc1nc2c(c(=O)[nH]c(=O)n2C)n1CC(=C)C	-8.3
O=C(CCC(=O)c1ccc2ccccc2c1)NC1CCCCCC1	6.7
COc1ccccc1-n1[nH]c(C)c(Cc2ccccc2Cl)c1=O	-43.5*
CCCCn1c(=O)n(CC(O)COc2ccc(OCC)cc2)c(=O)c2c1ncn2CCOC (centres undefined)	0.7

The last two entries of the section before come first, to join the parts:
SMILES	LDHA inh
COc1ccccc1-n1[nH]c(C)c(Cc2ccccc2Cl)c1=O	-43.5*
CCCCn1c(=O)n(CC(O)COc2ccc(OCC)cc2)c(=O)c2c1ncn2CCOC (centres undefined)	0.7
O=C(Oc1ccc2cc(-c3ccccc3)c(=O)oc2c1)c1ccco1	9.0
Fc1cccc(Nc2ncnc3c2oc2ccccc23)c1	-17.8
CN(C)c1cc2c(cc1NC(=O)c1cccs1)n(C)c(=O)c(=O)n2C	19.3
CC(=O)C(Sc1ccc(C)cc1)(Sc1ccc(C)cc1)C(C)=O	-1.8
CCOC(=O)C1=C(C)N(C)C(=O)N(C)C1c1c(F)cccc1Cl (centres undefined)	-22.3
CCOC(=O)c1ccc(N2CCN(CC)CC2)c(NC(=O)CSc2ccc(Cl)cc2)c1	10.3
Nc1nccnc1C(=O)Nc1cccc(NC(=O)c2ccncc2)c1	3.0
O=C(Nc1cc2c(cc1C(=O)C1CC1)OCCO2)c1ccco1	3.9
O=C1CSC(c2cccc(C(F)(F)F)c2)N1c1cccc(Cl)c1 (centres undefined)	5.6
CCN(CC1CCOC1)C(=O)CCc1c(C)c2ccc(OC)cc2oc1=O (centres undefined)	-15.9
COc1ccc(CN[C@H]2CS(=O)(=O)C[C@@H]2S(=O)(=O)c2cccs2)cc1	1.9
S=c1sc2c(s1)SC1c3ccccc3CC1S2 (centres undefined)	-11.4
Cc1ccccc1CSCC(=O)O	4.6
CCN1CCN(Cc2nc3c(c(=O)[nH]c(=O)n3C)n2CCCc2ccccc2)CC1	3.0
CC(=O)Nc1sc2c(c1-c1ccc(N(C)C)cc1)CCNC2	35.7
CCN(CC)S(=O)(=O)c1cccc(C(=O)NC(c2ccc3c(c2)OCCO3)C(C)C)c1 (centres undefined)	7.1
COc1cc(C#N)ccc1OCc1ccccc1Br	-2.4
O=S(=O)(c1ccc(F)c(F)c1)N1CCN(Cc2ncc(-c3ccc(F)cc3)o2)CC1	2.9
Cc1nc2ccc(Cl)cc2cc1C(=O)N1CCN(CC(=O)N2CCCCC2C)CC1 (centres undefined)	3.1
CNc1oc(-c2ccccc2OC)nc1S(=O)(=O)c1ccc2c(c1)OCCO2	?
CCCCCN1CCN(c2nc3c(c(=O)[nH]c(=O)n3C)n2Cc2ccc(Br)cc2)CC1	-3.0
Cc1cccc(NC(=S)NCCO)c1	5.4
N#CCCCc1cn(-c2nc3ccccc3s2)nn1	-1.2
CCC(C)(C)C1CCC(NC(=O)Cn2nc(C(N)=O)c3ccccc3c2=O)CC1 (centres undefined)	-12.2
CC1CC(=O)Nc2ccccc2N1C(=O)CN(C)C(=O)c1cc(Cl)cc(Cl)c1 (centres undefined)	4.2
CCCCCCCCCNc1c2c(nc3ccccc13)CC(C)(C)CC2=O	3.7
CCc1nnc(Cn2cnc3scc(-c4ccc(C)cc4)c3c2=O)o1	13.7
CN1CCN(CN2C(=O)C(O)(CC(=O)c3ccccn3)c3ccccc32)CC1 (centres undefined)	5.0
NCC1(Nc2ccccc2)CCCCC1	-3.5
O=C(CCc1ncc(-c2ccccc2)o1)Nc1ccncc1	-0.1

A second format for part of the listing above.
molecule,LDHA inh
CCCCCN1CCN(c2nc3c(c(=O)[nH]c(=O)n3C)n2Cc2ccc(Br)cc2)CC1,-3.0
Cc1cccc(NC(=S)NCCO)c1,5.4
N#CCCCc1cn(-c2nc3ccccc3s2)nn1,-1.2
CCC(C)(C)C1CCC(NC(=O)Cn2nc(C(N)=O)c3ccccc3c2=O)CC1 (centres undefined),-12.2
CC1CC(=O)Nc2ccccc2N1C(=O)CN(C)C(=O)c1cc(Cl)cc(Cl)c1 (centres undefined),4.2
CCCCCCCCCNc1c2c(nc3ccccc13)CC(C)(C)CC2=O,3.7
CCc1nnc(Cn2cnc3scc(-c4ccc(C)cc4)c3c2=O)o1,13.7

More records follow.
SMILES	LDHA inh
COC(=O)c1ccc(C2C(c3ccccc3)=C(O)C(=O)N2Cc2ccc(F)cc2)cc1 (centres undefined)	3.7
Cc1cc(NC(=O)COC(=O)C2(c3ccccc3F)CCCC2)no1	-0.1
CCN(C(=O)c1sc2nc3n(c(=O)c2c1C)CCCCC3)c1ccccc1	3.6
C/C(=C\c1ccsc1)C1Nc2cccc3cccc(c23)N1	1.5
Cc1ccc(-c2nn3c(C)nnc3s2)cc1NCc1ccc(-c2cccc(Cl)c2)o1	2.7
Cn1c(=O)c2c(nc(NCc3ccccc3)n2Cc2ccc(Br)cc2)n(C)c1=O	1.0
CC(Sc1nnc(N2CCCCC2)n1-c1ccccc1)c1nnc(-c2cccs2)o1 (centres undefined)	8.1
C#CCNC(=O)C[C@@H]1C[C@@]2(C(=O)OC)CC(C)(C)CC=C2N(Cc2ccco2)C1=O	-5.3
COc1ccc2c(C)cc(SCC(=O)N3CCCCC3)nc2c1	4.3
CC(On1nnc2ccc(Cl)cc21)C(=O)Nc1ccc(F)cc1F (centres undefined)	-1.4
CCc1ccc(OCC(O)Cn2c(SCCC(C)C)nc3c2c(=O)[nH]c(=O)n3C)cc1 (centres undefined)	3.4
CC1=CC(C)(C)NC(=S)N1c1cc(C)ccc1C	-0.1
Cn1c(=O)c2[nH]c(NCc3ccc(F)cc3)nc2n(C)c1=O	19.4
Cc1ccc(C(=O)COC(=O)C2CC(=O)N(NC(=O)c3ccc(Cl)c(Cl)c3)C2)cc1C (centres undefined)	0.8
COc1ccc(C2CC(=O)Nc3c2c(C)nn3-c2ccc(Cl)nn2)cc1O (centres undefined)	-23.0
COC(=O)c1cc(O)cc(C(=O)OC)c1	-4.1
Cn1cnnc1-c1ccc(NS(=O)(=O)c2ccc3c(c2)CCC3)cc1	2.9
CN(C)c1ccc(NC(=O)c2cc(C(C)(C)C)cc(C(C)(C)C)c2)cc1	9.5
CNC(=O)c1cc(=O)n(CC(=O)Nc2ccc(C(C)=O)cc2)c2ccccc12	-14.1
Cc1nc2cc(NC(C)C(=O)Nc3c(F)cccc3F)ccc2o1 (centres undefined)	0.7
COC(=O)C1CCN(C(=O)COC(=O)c2cc3ccccc3[nH]2)CC1	9.3
COc1ccccc1CSc1nc2ccccc2s1	2.8
CCN(CC)S(=O)(=O)Nc1cc(S(=O)(=O)N2CCOCC2)ccc1NCC1CCCO1 (centres undefined)	6.0
Cc1cc(C)cc(NC(=O)c2c(C)oc3ncnc(N4CCCCC4)c23)c1	5.1
O=C(Oc1ccc2c(c1)O/C(=C\C=C\c1ccccc1)C2=O)c1cccs1	-10.2
O=C(COC(=O)CNC(=O)c1ccccc1)Nc1cc(C(F)(F)F)ccc1Cl	-2.5
CCOC(=O)/C(C#N)=C\c1cc(Cl)c(OC)c(OC)c1	-8.1
Cc1nc(NC2CCCCC2)sc1C(=O)Nc1ccccc1	6.6
CC(=O)Nc1ccc(OCc2cc(=O)n3ccsc3n2)cc1	-3.9
O=C(Cn1cnc(S(=O)(=O)N2CCCC2)c1)Nc1ccc(-c2ccno2)cc1	-0.5
CC(C)c1cc(=O)oc2cc(OCC(=O)NCCc3ccccc3)ccc12	3.3
CCOC(=O)C(=O)NNC(=O)OC	7.1
COc1ccc(Cl)cc1-n1cnc2cc(C(=O)N3CCSCC3)ccc2c1=O	-3.7
Cc1oc(-c2ccccc2)nc1C(=O)NCC(c1ccccc1)N1CCCC1 (centres undefined)	7.6
O=C(Cn1cnc2ccsc2c1=O)N(Cc1cccs1)c1ccc2c(c1)OCCO2	2.6
Cc1ccc2oc(-c3ccccc3F)cc(=O)c2c1	-6.9
CCCCSCCCNC(=O)CS(=O)Cc1nc(-c2ccc(C)cc2)oc1C (centres undefined)	-3.0
N#Cc1cccnc1Oc1ccc(C(N)=O)cc1	1.5
Cc1ccc(-c2nc(Cn3cnc4sccc4c3=O)co2)c(C)c1	-1.1
Cn1nc(C(=O)Nc2ccnn2Cc2ccccc2Cl)c2ccccc2c1=O	-4.2
O=C(Nc1oc2ccc(Cl)cc2c(=O)c1-c1ccc2c(c1)OCO2)c1ccccc1	5.5
CCCCn1nc(C(=O)Nc2cc(C)ccc2OC)c2ccccc2c1=O	9.4
Cc1ccc(-c2cnc(CCC(=O)N3CCCN(Cc4ccc(F)cc4)CC3)o2)cc1C	1.4
Cc1ccc2oc(C(=O)Nc3cccc4cccnc34)c(C)c2c1	2.6
COc1ccc(C(C)=O)c(OC(=O)c2cc(F)c(F)cc2Cl)c1	3.7
COc1cc2ccccc2cc1C(=O)Nc1nnn(C)n1	-5.9
COc1ccc(N2CC(C(=O)NCCNC(=O)c3cn(C)c4ccccc34)CC2=O)cc1 (centres undefined)	9.0

Assay outcomes (PubChem)
